STK33 kinase inh: inhibitors of human STK33 kinase; actives 0.073% (n = 320,000); inhibition, % at 10 µM; purified STK33, MBP phosphorylation, ADP-Glo luminescence; Q9BYT3;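 active = inhibition at or above 25%, using the most active replicate where run in duplicate; inactive = inhibition below 25%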
Target sequence (Q9BYT3 whole entry, looked up): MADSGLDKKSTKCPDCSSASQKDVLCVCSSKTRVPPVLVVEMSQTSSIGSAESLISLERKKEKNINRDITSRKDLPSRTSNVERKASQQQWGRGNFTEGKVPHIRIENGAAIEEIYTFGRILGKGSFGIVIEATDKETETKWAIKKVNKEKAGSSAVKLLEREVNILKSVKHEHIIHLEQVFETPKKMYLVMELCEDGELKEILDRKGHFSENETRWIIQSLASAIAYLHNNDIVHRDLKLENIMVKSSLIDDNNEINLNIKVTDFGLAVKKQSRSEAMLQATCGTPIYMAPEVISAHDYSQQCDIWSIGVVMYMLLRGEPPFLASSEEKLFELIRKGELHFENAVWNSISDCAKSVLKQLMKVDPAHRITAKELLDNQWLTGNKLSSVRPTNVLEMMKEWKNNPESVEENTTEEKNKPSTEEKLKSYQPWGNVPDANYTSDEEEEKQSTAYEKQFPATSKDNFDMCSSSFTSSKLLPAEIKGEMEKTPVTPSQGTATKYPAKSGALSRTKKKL
Kir21 block: Kir2.1 (mouse) channel inhibition; HEK293-Kir2.1, FluxOR thallium flux fluorescence; stronger effect = lower value; B-score at 10 µM; actives 0.85% (n = 310,000);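 active = fluorescence ratio B-score at or below minus 3 SD of library scores, with starting-brightness B-score within 2 SD, cut at about -4.2 in these data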;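 also: channel flux triggered by added potassium and thallium sulfate stimulus; B-score of peak minus minimum fluorescence over baseline after thallium stimulus; more negative B-score means stronger Kir2.1 block with less thallium influx; some compounds called inactive have numbers as strong as hits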
Target sequence (P35561 whole entry, looked up): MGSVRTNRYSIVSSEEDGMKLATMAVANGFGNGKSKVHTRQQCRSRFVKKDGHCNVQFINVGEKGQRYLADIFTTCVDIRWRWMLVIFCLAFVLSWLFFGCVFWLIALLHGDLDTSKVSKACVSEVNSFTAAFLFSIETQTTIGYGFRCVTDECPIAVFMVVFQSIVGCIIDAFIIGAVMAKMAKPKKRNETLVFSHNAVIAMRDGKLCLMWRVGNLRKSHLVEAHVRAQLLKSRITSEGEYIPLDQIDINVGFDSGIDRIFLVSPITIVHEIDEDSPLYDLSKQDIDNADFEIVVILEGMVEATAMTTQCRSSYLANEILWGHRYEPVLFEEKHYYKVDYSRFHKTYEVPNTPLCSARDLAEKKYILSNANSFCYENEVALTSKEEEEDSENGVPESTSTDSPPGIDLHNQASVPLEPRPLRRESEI
* = called active by the depositor; · = no result given.

SMILES | STK33 kinase inh | Kir21 block
Cc1ccc(C(=O)C2=C(O)C(=O)N(CCCN(C)C)C23C(=O)N(C)c2ccccc23)o1 (stereo not drawn) | -1.0 | 0.07
Nc1c(N2CCOCC2)cc(Cl)c2nonc12 | 0.7 | 0.64
CCc1noc(C)c1C(=O)Nc1ccc(-c2nnc3n2CCCCC3)cc1 | -0.5 | 0.08
Cc1ccc(OCC(=O)N(C)C2CCCCC2)c([N+](=O)[O-])n1 | -1.1 | ·
Cc1ccc(C)c(NC(=O)/C(C#N)=C/c2ccc(Sc3nncn3C)c([N+](=O)[O-])c2)c1 | -0.4 | 1.9
Cc1ccc(NC(=O)C(=O)NCc2ccc(/C=N/NC(=O)c3c(C)nc4cc(C)ccn34)o2)cc1 | -0.6 | 0.09
COc1cccc(NC(=O)c2ccccc2-c2nc(-c3ccc(F)cc3)no2)c1 | -0.2 | -0.72
Cc1ccccc1OCC(=O)OC1CCN(C)CC1 | -0.5 | -1.3
N/C(=N\OC(=O)CCCOc1ccccc1)c1ccc(Br)cc1 | 0.1 | 0.02
Cc1cc(C)cc(NC(=O)C[n+]2ccccc2)c1 | -0.3 | 0.14
COc1ccc(NC(=O)c2cc(Cl)ccc2Cl)c([N+](=O)[O-])c1 | -2.2 | 1.8
COc1ccc(C2CC(=O)Oc3c(C(CCN4CCCCC4)c4ccc(N(C)C)cc4)c(OC)cc(OC)c32)cc1 (stereo not drawn) | -0.3 | 1.2
CC(=O)c1ccc(N2CCN(CN3C(=O)CC4(CCCC4)C3=O)CC2)c(F)c1 | -2.0 | -0.7
COc1ccc(C(=O)NCCCN(C)CCCNC(=O)c2ccc(OC)cc2)cc1 | -1.0 | -1.4
COc1ccccc1NCc1nnc(SCC(=O)N/N=C/c2ccco2)n1-c1ccc(Cl)cc1Cl | -1.4 | 0.87
O=C1NCCC/C1=N/Nc1ccc(F)cc1 | -0.8 | -0.03
O=[N+]([O-])c1ccc(C2=Nn3cnnc3SC2)cc1 | -1.7 | -0.27
COc1cccc(C(=O)O/N=C(\N)c2ccncc2)c1 | 0.2 | 0.4
COC(=O)c1cc(NC(=O)CC2C(=O)NCCN2C(=O)c2ccccc2)cc(C(=O)OC)c1 (stereo not drawn) | 1.2 | 1.6
N#Cc1ccccc1NC(=O)CNc1ccc(Cl)c(C(F)(F)F)c1 | -1.8 | 0.14
O=C(CC1SC(=NCCc2ccccc2)N(/N=C/c2cccs2)C1=O)Nc1ccc(Cl)cc1 (stereo not drawn) | -0.4 | 0.37
COc1ccc(C(=O)c2ccccc2)cc1 | 1.7 | -0.97
Cc1n[nH]c(=O)c2c(NC(=O)CSc3c(Cl)cccc3Cl)oc(C)c12 | -1.6 | -0.08
C=C(C)C1CC=C(C)/C(=N/NC(=O)CCC(=O)Nc2ccccc2Cl)C1 (stereo not drawn) | -0.3 | 1.4
CN(CCNC(=O)C1CC(=O)N(C2CCCC2)C1)Cc1ccccc1 (stereo not drawn) | · | -1.1
Next section
SMILES | STK33 kinase inh | Kir21 block
Cc1cccc(NC(=O)c2sc3nc(N)c(C#N)cc3c2N)c1 | 0.0 | 0.67
O=C(CSc1c(F)c(F)cc(F)c1F)Nc1ccc(C2SCCS2)cc1 | -0.6 | 0.23
C=CCNC(=O)/C(C#N)=C/c1c(N2CC(C)OC(C)C2)nc2ccccn2c1=O (stereo not drawn) | -0.9 | 0.53
CCN(CC)c1ccc(NC(=S)NC(=O)c2cccs2)cc1 | -2.2 | 0.83
CC(CNC(=O)C1CCCN(S(=O)(=O)N2CCOCC2)C1)c1ccccc1 (stereo not drawn) | -2.0 | 0.19
Cc1ccc([N+](=O)[O-])cc1Nc1nc(N2CCCC2)nc(N2CCCC2)n1 | 2.9 | 0.94
CCCCn1nc2cc(C(=O)NCc3ccc(OC)cc3)ccc2c1OCC | 0.3 | -5.1*
COc1cc2c(cc1OC)-c1cc(N3CCc4ccccc43)nc(=O)n1CC2 | 2.2 | 0.15
Cc1sc2ncn(CC(=O)Nc3cccc(S(N)(=O)=O)c3)c(=O)c2c1-c1ccccc1 | -1.2 | 3.9
Cc1ccccc1-n1nc2c(c1NC(=O)CC(C)C)CS(=O)C2 (stereo not drawn) | -1.2 | -0.07
COc1ccc(NC(=O)CN(C)C(=O)CN2C(=O)NC3(CCCC3)C2=O)cc1 | 0.2 | 0.21
COc1cccc(NC(=S)N(Cc2ccc(C(=O)O)cc2)Cc2ccc(OC)c(OC)c2)c1 | -0.4 | 0.88
NC(N)=NC(=O)c1nc(Cl)c(N2CCCCCC2)nc1N | -0.4 | ·
O=C(NC(CC1CCCCC1)C(=O)O)c1ccccc1 (stereo not drawn) | 0.7 | ·
CN(C)c1ncc(C2=C(Cl)C(=O)C(N3CCCC3)=C(Cl)C2=O)s1 | -1.3 | -1.3
O=C(O)c1cccc(Nc2c([N+](=O)[O-])c(=O)oc3ccccc23)c1 | 0.1 | -0.06
NC(N)=N/N=C/c1ccc(OCc2ccccc2Cl)cc1 | 0.9 | -4
CC(C)NC(=O)N1CCOCCOCCN(C(=O)NC(C)C)CCOCCOCC1 | · | -1.3
CCOC(=O)N1CCC(NC(=O)CCN2C(=O)COc3ccccc32)CC1 | -1.5 | 0.1
COc1ccc(CNC(=O)CN(Cc2ccc(Cl)cc2)S(=O)(=O)c2ccccc2)cc1 | -1.2 | -0.02
CCS(=O)(=O)N1CCC(C(=O)NCCc2ccc(C)cc2)CC1 | -0.5 | 1.3
COc1ccc(C(=O)C2CCN(S(=O)(=O)c3ccc4c(c3)OCCO4)CC2)cc1 | -1.2 | 0.02
COc1ccc(-n2c(CNC(=O)c3cccs3)n[nH]c2=S)cc1 | -0.7 | -0.25
Cc1cc(-c2n[nH]c(=S)n2CC(C)C)cs1 | -2.0 | -0.71
COc1cc(S(=O)(=O)n2nc(C)cc2C)c(OC)cc1Cl | 0.0 | 0.97

Part of the list above in order of molecular weight, rising:
SMILES | STK33 kinase inh | Kir21 block
NC(N)=NC(=O)c1nc(Cl)c(N2CCCCCC2)nc1N | -0.4 | ·
O=C(CSc1c(F)c(F)cc(F)c1F)Nc1ccc(C2SCCS2)cc1 | -0.6 | 0.23
CC(C)NC(=O)N1CCOCCOCCN(C(=O)NC(C)C)CCOCCOCC1 | · | -1.3

Next part:
SMILES | STK33 kinase inh | Kir21 block
O=S(=O)(NCCCc1ccccc1)c1ccc(Cl)cc1 | -1.5 | -4.8*
CN1CCN(S(=O)(=O)c2cc(C(F)(F)F)ccc2Cl)CC1 | 0.8 | 1.6
Cc1ccc(S(=O)(=O)NC2c3cccc4cccc(c34)C2Sc2ncccn2)cc1 (stereo not drawn) | -0.1 | -0.51
Oc1ccc(/C=C/c2cnccn2)cc1 | 6.2 | -0.84
CCOc1ccccc1N1CCN(C(=O)NC2CCCCC2)CC1 | 1.2 | -1.7
CC(C)NCC(O)COC1C2CC3CC(C2)CC1C3 (stereo not drawn) | -0.4 | -1.2
COc1cc(C(=S)N2CCOCC2)ccc1OC(=O)c1ccc([N+](=O)[O-])cc1[N+](=O)[O-] | -1.2 | -0.01
CCOc1ccc(Cl)cc1S(=O)(=O)N1CCN(c2ccc(C)c(C)c2)CC1 | 1.0 | -2.1
O=C(CSc1nnc(NC(=O)c2ccccc2F)s1)Nc1ccccc1F | -2.4 | -0.48
CC(C)CNC(=S)Nc1ccc(Oc2ccccc2)cc1 | -1.1 | -0.4
Cc1ccc(-c2c(C(=O)N/N=C/c3ccco3)nnn2-c2nonc2N)cc1 | -0.3 | 0.43
CCn1c(=O)c(C(=O)CN2c3ccccc3CC2C)c(N)n(Cc2ccccc2)c1=O (stereo not drawn) | -1.8 | -0.63
O=c1c2cnn(-c3ccc(F)cc3)c2ncn1Cc1cccnc1 | -0.4 | -0.22
CSc1ccccc1C(=O)N1CCCC(CCC(=O)NCc2ccc(F)c(F)c2)C1 (stereo not drawn) | -0.6 | -0.42
CCCN(CCC)CCCNc1ccc2nnc(-c3ccc(F)cc3)n2n1 | 1.6 | 0.07
O=C(NC1CCCc2ccccc21)c1ccc2c(c1)OCO2 (stereo not drawn) | -1.8 | 1.2
COc1cc(OC)cc(C(=O)NCC(=O)OCC(=O)NC(C)CCc2ccccc2)c1 (stereo not drawn) | -0.8 | ·
CCN(C(=O)COC(=O)CCc1c[nH]c2ccccc12)c1c(N)n(Cc2ccccc2)c(=O)[nH]c1=O | -0.6 | -0.86
COC(=O)c1cc(-c2ccc(Br)cc2)n[nH]1 | -1.8 | 1.8
CN(C)S(=O)(=O)NCCNC(=O)c1cc(OCC(F)(F)F)ccc1OCC(F)(F)F | 0.1 | -1.6
Cc1ccc(Nc2nc(CSc3nnc(-c4ccncc4)n3C)cs2)cc1 | 0.4 | -1
COc1ccc(C(=O)O)cc1S(=O)(=O)N1CCN(c2ccccn2)CC1 | -0.5 | -0.65
Cc1cc(=O)oc2cc(OC(=O)c3ccco3)ccc12 | · | -12*
CCC(C)NC(=O)C1CCCCN1S(=O)(=O)c1ccc(F)cc1 (stereo not drawn) | -0.8 | 0.29
CCC(=O)Nc1nnc(CSCc2ccccc2)s1 | -2.7 | 0.58
Additional entries follow:
SMILES | STK33 kinase inh | Kir21 block
Cc1ccc(-c2ccc(SCC(=O)N3CCc4ccccc43)nn2)cc1 | · | 0.01
O=C(COC(=O)c1cncc(Br)c1)NCc1ccc(F)cc1 | -2.2 | -0.04
COc1ccccc1-c1ccc(SCC(=O)NCCc2ccccc2)nn1 | -0.9 | -3.1
CC(C)(C)c1ccc(C(=O)N2CCN(c3ncccn3)CC2)cc1 | 1.0 | -0.87
CCOC(=O)c1cc(-c2csc(N/N=C/c3ccccc3Cl)n2)on1 | 0.4 | 1.6
COc1ccc(N2CCN(C(=O)C3Cc4ccccc4CN3C(=O)c3ccccc3)CC2)cc1 (stereo not drawn) | -1.3 | 2
COCc1c(C(=O)N/N=C(/C)c2ccccc2)nnn1-c1nonc1N | -2.1 | -0.05
COc1ccc(CCNC(=O)/C=C/C(=O)O)cc1OC | -0.2 | -3.8
CCCC(O)(CCC)C(=O)NN(C(=O)CCl)c1cccc(C)c1 | 0.9 | 1.5
CC(C)(C)c1ccc(-c2noc(CCC(=O)NCc3ccco3)n2)cc1 | -1.1 | 1.1
O=C(NC1CCCCC1)C(c1ccc(Cl)cc1)N1CCC2(CC1)OCCO2 (stereo not drawn) | -0.9 | 2
O=C(CSc1nc2nc3c(cc2c(=O)n1-c1ccccc1)CCCC3)Nc1ccccc1 | 1.0 | 0.84
COc1cccc(/C=N/NC(=O)c2ccccc2N(Cc2ccccc2)S(=O)(=O)c2ccccc2)c1OC | -5.1 | 1.4
COc1ccc(-c2csc(NC(=O)CSc3n[nH]c(N)n3)n2)cc1 | 0.2 | -0.24
Cc1ccc(OC(=S)Nc2ccc(F)cc2)cc1 | -2.0 | -1.4
COc1cc(CN2CCC(n3nccc3NC(=O)c3ccc4c(c3)OCO4)CC2)ccc1O | -1.2 | -0.75
N#Cc1ccsc1NC(=O)CSc1nncs1 | 0.7 | ·
Cc1cccc(-n2ncc3c(N4CCC5(CC4)OCCO5)ncnc32)c1 | 0.3 | 0.13
Cc1ccc(S(=O)(=O)Nc2cccc(C(=O)NCC(c3ccccc3)N(C)C)c2)cc1F (stereo not drawn) | 1.5 | 0.01
CNC(=O)COc1coc(CN2CCN(c3ccccc3F)CC2)cc1=O | -0.8 | -0.58
COc1cccc(C(=O)N2CCN(C(=O)C3COc4ccccc4O3)CC2)c1 (stereo not drawn) | 0.3 | -0.12
Cc1cc(C)cc(NC(=S)N2CCN(S(=O)(=O)c3ccccc3)CC2)c1 | -0.3 | -1.3
COc1ccc(CCN(C)C(=O)C2CCN(Cc3cccc(OC)c3OC)CC2)cc1OC | -0.3 | 2
Cc1cc(Cl)ccc1C1=CC(=O)C[C@H](c2ccc(F)cc2)C1 | -2.1 | ·
O=S(=O)(NCc1ccco1)N1CCCCCC1 | -1.6 | -0.86
(further entries)
SMILES | STK33 kinase inh | Kir21 block
COc1ccc(NC(=O)CN(c2ccc(Cl)cc2)S(C)(=O)=O)cc1OC | -0.7 | 0.02
COc1ccc(Cl)cc1NC(=S)NCc1ccccn1 | -0.2 | -0.66
CC1Sc2ccccc2N(CC(=O)N(C(C)C)C(C)C)C1=O (stereo not drawn) | -1.9 | -0.06
CN(c1ccccc1)S(=O)(=O)c1nnc(NC(=O)C2CCCCC2)s1 | -0.6 | 2.9
C/C(=N\NC(=O)COc1ccccc1F)c1cc2ccccc2o1 | -0.6 | -1.1
COCc1nnc(NS(=O)(=O)c2ccc([N+](=O)[O-])cc2)s1 | -0.8 | -1.4
COc1ccccc1CNC(=O)CSc1ccc(-c2ccncc2)nn1 | 0.0 | -0.05
COc1ccccc1N=c1sc2ccccc2n1C | -0.4 | -0.51
CN1CC(c2ccccc2)C2(SC(=S)N(Cc3ccco3)C2=O)C12C(=O)Nc1ccccc12 (stereo not drawn) | -0.8 | -1.6
O=C(Nc1ccc(Nc2ccccc2)cc1)c1ccc(Cl)cc1 | -0.7 | 0.66
COC(=O)Cn1nc(-c2ccccc2)n(-c2ccccc2)c1=S | -0.7 | -0.05

One compound at a time, as listed above. Order of values: STK33 kinase inh | Kir21 block
`COCc1nnc(NS(=O)(=O)c2ccc([N+](=O)[O-])cc2)s1` as listed: -0.8 | -1.4
`COc1ccccc1CNC(=O)CSc1ccc(-c2ccncc2)nn1` as listed: 0.0 | -0.05
`COc1ccc(NC(=O)CN(c2ccc(Cl)cc2)S(C)(=O)=O)cc1OC` as listed: -0.7 | 0.02
`O=C(Nc1ccc(Nc2ccccc2)cc1)c1ccc(Cl)cc1` as listed: -0.7 | 0.66
`COc1ccccc1N=c1sc2ccccc2n1C` as listed: -0.4 | -0.51
